# OX1R antag-1: blocks the human orexin 1 receptor; OX1R-expressing cells, FRET antagonist read-out; inhibition, % at 6.6 µM; actives 1.8% (n = 330,000); AID 485270; in the data active = inhibition mostly above about 38%, no sharp cut-off; inactive = mostly below about 40%;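 note: 0% = agonist challenge alone and 100% = reference antagonist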
# Target sequence (O43613 whole entry, looked up): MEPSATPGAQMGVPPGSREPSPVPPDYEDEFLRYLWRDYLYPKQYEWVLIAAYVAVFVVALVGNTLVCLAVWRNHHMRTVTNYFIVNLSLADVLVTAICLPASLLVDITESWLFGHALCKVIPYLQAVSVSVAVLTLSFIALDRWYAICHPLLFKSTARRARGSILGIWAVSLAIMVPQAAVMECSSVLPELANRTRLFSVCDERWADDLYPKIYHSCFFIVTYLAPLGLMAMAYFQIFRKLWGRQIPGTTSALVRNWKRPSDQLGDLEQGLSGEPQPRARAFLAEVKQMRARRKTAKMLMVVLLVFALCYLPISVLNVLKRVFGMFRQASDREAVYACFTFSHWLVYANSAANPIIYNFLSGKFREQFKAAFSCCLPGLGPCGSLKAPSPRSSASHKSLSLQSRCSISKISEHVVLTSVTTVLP
# OX1R antag-2: human HCRTR1 antagonism; AID 434989; inhibition, % at 5 µM; CHO/OX1R cells, Fluo-8 calcium fluorescence, orexin A; actives 0.43% (n = 330,000); O43613;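 active = inhibition above its plate's threshold, mean inhibition of all tested compounds on the plate plus 3 SD, cut at about 37% in these data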;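 note: 0% = orexin A challenge wells and 100% = SB-334867-A antagonist wells; not every result past the cut was called active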
# * marks the source's active call; other numbers are inactive results.
Compound,OX1R antag-1,OX1R antag-2
COc1ccccc1CNc1nc2nc(C)c(C)c(=O)n2[nH]1,7,-20
COc1ccc(CCNC(=O)C2CCN(C(=O)c3ccc(Cl)cc3)CC2)cc1,7,-22
N#Cc1nc(-c2cccs2)oc1N1CCN(Cc2ccccc2)CC1,15,-27
CN(CCCNC(=O)CCC(=O)N1CCOc2ccccc21)Cc1ccccc1,-2,-22
CCCCn1c(N)c(N(CCOC)C(=O)c2cc(=O)[nH]c3ccccc23)c(=O)[nH]c1=O,5,2
O=C(O)c1ccc(COc2ccccc2/C=C2/NC(=O)N(c3cccc(Cl)c3)C2=O)cc1,20,7
COc1ccccc1N1CCN(C(=O)c2ccc(Cl)c(S(=O)(=O)N3CCOCC3)c2)CC1,12,12
Cc1ccc2nc(SCC(=O)NCc3ccccc3)nc(=O)n2c1,21,-31
CC(=O)c1sc(Nc2ccccn2)nc1C,73*,7
CCc1cccc2c(C(=O)CSc3nnc(-c4ccoc4C)n3C)c[nH]c12,20,-7
COC(=O)c1cc(=O)n(-c2ccc(F)cc2)c(=Nc2ccc(F)cc2)s1,19,-10
Cc1cccc(Nc2c([N+](=O)[O-])c(=O)oc3ccccc23)c1,11,-19
C=C(C)CNC(=S)NNC(=O)c1ccco1,-5,11
O=C1CCc2cc(S(=O)(=O)N3CCCC3C(=O)NC3CCCCCCC3)ccc2N1 (centres undefined),6,-39
O=C(CN(Cc1cccs1)C(=O)CCC(=O)Nc1ccccn1)NCc1ccccc1,25,-16

# Remaining list, next part
Compound,OX1R antag-1,OX1R antag-2
CC1C(=O)N2CCCc3cc(S(=O)(=O)NCc4ccc(F)cc4)cc1c32 (centres undefined),19,-20
CCOc1ccc(/C=N/NC(=O)Cc2csc(Nc3cccc(C(F)(F)F)c3)n2)cc1,17,-39
CC(C)(C)OC(=O)C1C(=O)CC(C)(O)C(C(=O)OC(C)(C)C)C1c1cccnc1 (centres undefined),7,-13
COCCCN(CC(=O)O)S(=O)(=O)c1cccc(Cl)c1,14,-8
CN(C(=O)COC(=O)C12CC3CC(CC(Cl)(C3)C1)C2)c1ccccc1,11,-15
O=C(NC1CCN(C(=S)NCc2ccco2)CC1)C1CCCCC1,13,-21
CCOc1ccc(-n2ccnc(SCC(=O)NCc3cccc(OC)c3)c2=O)cc1,36,-23
COc1cc(NC(=O)CSc2ncccc2C(=O)OC(C)C)cc(OC)c1,15,-15
CN(C)CCn1c2c(c(SCC(=O)Nc3cccc4ccccc34)nc1=O)CCCC2,17,-24
CC1CCCC(C(=O)O)N1C(=O)CCS (centres undefined),10,-16
COc1nc(OCCNC(C)=O)nc(N(C)C)n1,0,-16
O=c1ccnc(SCCc2ccc([N+](=O)[O-])cc2)[nH]1,13,-6
COc1ccc(C2(CNC(=O)c3cccc([N+](=O)[O-])c3)CCCCC2)cc1OC,37,-25
CC(C)(C)OC(=O)[C@H](CCCCN)NC(=O)c1nc[nH]c1C(=O)N[C@@H](CCCCN)C(=O)OC(C)(C)C,11,-8
C/C(=N\Nc1ccc(Cl)c(C(=O)O)c1)c1cccs1,17,13

# Continued.
Compound,OX1R antag-1,OX1R antag-2
O=C(O)Cn1ccc2ccccc21,7,-2
COc1ccc(Cn2c(=O)sc3ccccc32)cc1,20,-2
CCNc1c2c(nc3ccccc13)CC(C)(C)CC2=O,1,-7
Cc1c(NC(=O)C2CCN(S(=O)(=O)c3ccc(Cl)cc3)CC2)c(=O)n(-c2ccccc2)n1C,5,-11
CCOc1cc(/C=N/NC(=O)COc2cccc(C)c2)ccc1OC(=O)c1cccs1,16,-8
CCOC(=O)c1c(NC(=O)COc2ccccc2)sc2c1CC(C)(C)NC2(C)C,17,-18
COc1ccc2[nH]c(C)c(CCNC(=S)Nc3cccc(C)c3)c2c1,22,-15
COC(=O)C(Cc1ccccc1)NC(=O)CNC(=O)c1ccc(Br)cc1 (centres undefined),4,-24
O=C(Nc1ccc(C2=CN(Cc3ccccc3)CCC2=O)cc1)OCc1ccccc1,21,-8
CS(=O)(=O)CCC(C(=O)O)N1C(=O)c2ccc(Oc3ccc(Cl)cc3)cc2C1=O (centres undefined),1,-12
Cc1ccccc1NC(=O)CCCC(=O)c1ccccc1,4,-13
COC(=O)c1cn(NC(=O)C2CCCCC2)c(=O)c2ccccc12,22,-16
CC(=O)c1c(C)[nH]c(C(=O)CSc2ccc(F)cc2)c1C,18,14
COc1ccc(C2C(C(=O)O)c3ccccc3C(=O)N2C)cc1Br (centres undefined),16,-23
Cc1ccc(NC2CC(=O)N(c3ccc(N4CCCCC4)cc3)C2=O)cc1 (centres undefined),7,0

# (cont.)
Compound,OX1R antag-1,OX1R antag-2
COc1ccc(CCN2C(=O)N[C@@H](C(C)C)C2=O)cc1,1,-9
CCc1ccc(NC(=O)CCC(=O)Nc2nnc(C(C)C)s2)cc1,8,-24
OCC[C@@H]1C[C@H](O)[C@@H](O)[C@]2(CCc3ccccc3O2)O1,15,2
COc1ccc(CC(NC(C)=O)C(=O)NC2CCN(c3c4c(nc5ncnn35)CCC4)CC2)cc1 (centres undefined),14,13
CC(=O)N(/N=C1\Sc2ccccc2C1=O)c1ccccc1C,105*,-13
O=C(Nc1ncn[nH]1)c1ccc(Cl)cc1Cl,11,-12
O=C(Oc1cccc(N2C(=O)CCC2=O)c1)C1CC(=O)N(c2ccc(F)cc2)C1 (centres undefined),2,9
OCC(O)/C=N/Nc1nc2ccccc2s1 (centres undefined),2,-1
O=C(COC(=O)Cn1c(C(F)(F)F)nc2ccccc21)Nc1ccc2c(c1)OCCO2,17,-29
CCCOC(=O)CN1C(=O)c2ccc(C(=O)OCCC)cc2C1=O,28,-35
COc1ccccc1N1CCN(CCN2C(=O)CC(=C3c4ccccc4-c4ccccc43)C2=O)CC1,1,-19
CCCCCc1nnc(NC(=O)c2ccc(N3CCCC3=O)cc2)s1,28,-20
CC(C)=CC(=O)N1CCC(N2CCC(C(=O)N3CCOCC3)CC2)CC1,18,-10
CCOc1ccc(OCC)c(NC(=O)Cn2cccc2)c1,9,-24
CCc1ccc(/C=C2/Sc3ccccc3N(CC(=O)NCCCOC)C2=O)cc1,18,-6

# Four of the compounds above, as labelled records.
> CCCCCc1nnc(NC(=O)c2ccc(N3CCCC3=O)cc2)s1
  OX1R antag-1 = 28	OX1R antag-2 = -20

> CC(C)=CC(=O)N1CCC(N2CCC(C(=O)N3CCOCC3)CC2)CC1
  OX1R antag-1 = 18	OX1R antag-2 = -10

> CCOc1ccc(OCC)c(NC(=O)Cn2cccc2)c1
  OX1R antag-1 = 9	OX1R antag-2 = -24

> CCc1ccc(/C=C2/Sc3ccccc3N(CC(=O)NCCCOC)C2=O)cc1
  OX1R antag-1 = 18	OX1R antag-2 = -6

# (further entries)
Compound,OX1R antag-1,OX1R antag-2
COc1ccc(C(CNC(=O)c2ccc(S(=O)(=O)N3CC(C)CC(C)C3)cc2)N(C)C)cc1 (centres undefined),8,-14
O=C1CC(c2ccccc2Cl)CC(O)=C1C=NCCCO (centres undefined),-5,-27
Cc1cc2c(cc1S(=O)(=O)CCC(=O)N(C)Cc1ccccc1)OCC(=O)N2,7,-18
COCCNC(=O)COc1ccc(Oc2ccccc2)cc1,13,-5
CCOCCCn1c(=NC(C)=O)c(C(=O)OCC)cc2c(=O)n3ccccc3nc21,59*,-7
CC1CN(C(=O)N2c3ccccc3Sc3ccccc32)C(C)CC1=O (centres undefined),15,-27
CC1Cc2ccccc2C(CCc2ccccc2)=N1 (centres undefined),10,-19
O=C(CC(c1ccccc1)c1ccccc1)Nc1ccc2c(c1)OCCO2,20,-14
CCOC(=O)C1=C(c2ccccc2)OC(N)=C(C#N)C1c1ccc(Br)s1 (centres undefined),11,-19
CC(=NNC(=O)c1ccc(NS(=O)(=O)c2ccc(Br)cc2)cc1)c1cccnc1,3,12
COc1ccc(N2CCCC2)c(NC(=O)COc2ccccc2)c1,11,-28
CN(C)CCCN(C(=O)COc1ccccc1)c1nc2ccc(Cl)cc2s1,20,-3
N/C(Cc1ccc([N+](=O)[O-])cc1)=N\OC(=O)c1ccccc1F,25,-17
Cc1cccn2c(=O)c3cc(C(=O)NCC4CCCO4)c(=N)n(Cc4cccnc4)c3nc12 (centres undefined),60*,-24
CC1CN(C(=O)COC(=O)c2ccc3ncsc3c2)CC(C)O1 (centres undefined),12,-10

# Continued, overlapping the part above by 5 compounds.
Compound,OX1R antag-1,OX1R antag-2
COc1ccc(N2CCCC2)c(NC(=O)COc2ccccc2)c1,11,-28
CN(C)CCCN(C(=O)COc1ccccc1)c1nc2ccc(Cl)cc2s1,20,-3
N/C(Cc1ccc([N+](=O)[O-])cc1)=N\OC(=O)c1ccccc1F,25,-17
Cc1cccn2c(=O)c3cc(C(=O)NCC4CCCO4)c(=N)n(Cc4cccnc4)c3nc12 (centres undefined),60*,-24
CC1CN(C(=O)COC(=O)c2ccc3ncsc3c2)CC(C)O1 (centres undefined),12,-10
Cc1ccc(Oc2nc(CN3CCOCC3)nc3sc4c(c23)CCC(C)C4)cc1C (centres undefined),6,-25
Cn1c2ccccc2c2c(C(=O)O)cn(C3CCCC3)c(=O)c21,6,-4
Cc1ccc(CN2C(=O)CCC2C(=O)NC2CC2)cc1 (centres undefined),31,-12
Cc1ccc(-c2noc(C3CCCN(C(=O)c4ccccc4Br)C3)n2)cc1 (centres undefined),28,-17
CCOC(=O)c1cnc(SC)nc1Sc1ccccc1,-5,-43
CCNC(=O)COC(=O)C1CCC(=O)N(c2ccc(OC)cc2)C1c1ccc(OC)cc1 (centres undefined),14,-8
C=CCn1c(CCCOc2ccc(Cl)cc2Cl)n[nH]c1=S,26,-27
Cc1snc(S(=O)(=O)Cc2c(Cl)cccc2Cl)c1C#N,5,-7
O=C(CC(=O)Nc1ccc(Br)cc1)Nc1ccc(Br)cc1,-10,-2
CC1CCOC2(O1)C(=O)N(CN1CCN(c3ccccc3F)CC1)c1ccccc12 (centres undefined),12,-12
COn1c(-c2ccc(Cl)cc2Cl)nc2ncccc21,36,-14
O=C(N/N=C/C=C/c1ccc(Br)cc1)C(O)c1ccccc1 (centres undefined),34,-25
Cc1ccc(-n2nnnc2-c2ccccc2Br)cc1,13,-5
Cc1cc(=O)oc2c(C)c(OCC(=O)N3CC[C@@]4(O)CCCC[C@H]4C3)ccc12,5,-5
O=C(Nc1cccc(F)c1)c1ccccc1-c1ccccc1,29,-2

# (list continues)
# The line under a structure holds: OX1R antag-1	OX1R antag-2
CCOC(=O)Cc1csc(NC(=O)c2ccc(Br)s2)n1
 : 36	-2
COc1cc(C2c3c(-c4cc(C)cc(C)c4O)n[nH]c3C(=O)N2CCCO)cc(OC)c1OC (centres undefined)
 : 8	-23
COc1cccc(CN(C)C(=O)c2cccc(OCc3ccccc3)c2)c1
 : 33	-20
Nc1nnc(CCS(=O)(=O)c2ccc(Cl)cc2)s1
 : 7	-6
COCCNC(=O)CCCn1c(=O)c2ccccc2n(Cc2ccccc2C#N)c1=O
 : 8	-28
Cc1ccc(S(=O)(=O)N(C)C)cc1NC(=O)C(C)N(C)CCOc1ccc(Cl)cc1 (centres undefined)
 : 12	-34
O=C(CSc1nc2ccccc2c(=O)[nH]1)Nc1ccccc1O
 : 10	-11
CCOc1ccc(N2C(=O)/C(=C\c3ccc(O)c(OC)c3)S(=O)(=O)C2c2cccc([N+](=O)[O-])c2)cc1 (centres undefined)
 : 18	-7
CN(C)CCCNC(=O)C[C@H]1C[C@H](C(=O)N2CCCCC2)[C@@]2(CCc3ccccc3)c3[nH]c4cc(CCC(=O)N(C)C)ccc4c3CCN2C1=O
 : 4	9
COc1ccccc1NC(=S)N1CCC(c2nc3cc(C)c(C)cc3[nH]2)CC1
 : 25	-28
CCc1c(C(C)S(=O)(=O)c2ccc(C)cc2)[nH]c(=O)n1-c1ccc(C)cc1 (centres undefined)
 : 11	-22
CC(=O)C1=C(O)C(=O)N(c2cccc(Br)c2)C1c1ccc(Br)cc1 (centres undefined)
 : 8	-14
Cc1ccc(S(=O)(=O)Nc2cc3c(cc2N2CCOCC2)n(C)c(=O)c(=O)n3C)cc1
 : 24	-17
O=C(COC(=O)COc1ccccc1)Nc1ccc(Br)cc1F
 : 1	-10
CCCCCc1cc(=O)oc2c(C(CCN(CC)CC)c3ccc(OC)cc3)c(OC)cc(OC)c12 (centres undefined)
 : 16	-24

# Further compounds.
# The line under a structure holds: OX1R antag-1	OX1R antag-2
CCC1CCCCN1C(=O)COc1cc(=O)n(C)c2ccccc12 (centres undefined)
 : 20	-12
CC1CCCC(NC(=O)/C=C/c2c(F)cccc2Cl)C1C (centres undefined)
 : 13	-33
COc1cc2c(cc1NC(=O)c1cc(-c3ccccn3)nc3ccccc13)oc1ccccc12
 : 7	-25
COC(=O)Nc1ccc(S(=O)(=O)Nc2cc(C(F)(F)F)c[nH]c2=O)cc1
 : 6	-16
CC1Oc2ccccc2C=C1/C=N/NC(=O)c1ccccc1 (centres undefined)
 : 14	-9
CC(C)c1ccc(/C=C(\NC(=O)c2ccccc2)C(=O)NCCN2CCOCC2)cc1
 : 18	-19
Cn1ccc(C(=O)Nc2ccc3c(c2)OCCO3)n1
 : 15	-14
Cc1ccc(NS(=O)(=O)c2ccc(OCC(=O)Nc3cccc([N+](=O)[O-])c3)c(C)c2)cc1
 : 11	-1
COc1ccc(C(=O)NCCNc2nc3c(C)cccc3cc2C#N)cc1
 : 21	-17
N#C/C(=C(/O)CCCl)c1ccccn1
 : 8	0
CCn1c(/C(C#N)=N/O)nc2ccccc21
 : 8	2
Cn1cccc1-c1cc(C(=O)O)[nH]n1
 : 2	-14
COc1cc(C2/C(=C(\O)c3cc(C)ccc3C)C(=O)C(=O)N2CCN(C)C)ccc1O (centres undefined)
 : 16	-1
COC(=O)C1=C(NC(C)=O)CCS1
 : 15	4
CSc1ccccc1OCc1cc(C(=O)N2CCCC(C)C2)no1 (centres undefined)
 : 20	2
CCn1c(N2CCN(S(=O)(=O)CC)CC2)nc2ccccc21
 : 15	10
